# Compound activity from PubChem.
# JMJD2A Tudor = JMJD2A Tudor domain (human) inhibition; O75164; AlphaScreen JMJD2A-Tudor / H3K4me3 peptide binding; Potency, µM (doses to about 114 µM), for inactives: at the highest dose activity change, negative = inhibition, most hits filed as inhibitors; 390,000 compounds, 4.4% hits; AID 504339; further: on the % scale 0 is the no-effect control and ±100 the full control effect; nearly all actives have a fitted effect of over 50% in size
# Target sequence (O75164 whole entry, looked up, the tested form may be a part): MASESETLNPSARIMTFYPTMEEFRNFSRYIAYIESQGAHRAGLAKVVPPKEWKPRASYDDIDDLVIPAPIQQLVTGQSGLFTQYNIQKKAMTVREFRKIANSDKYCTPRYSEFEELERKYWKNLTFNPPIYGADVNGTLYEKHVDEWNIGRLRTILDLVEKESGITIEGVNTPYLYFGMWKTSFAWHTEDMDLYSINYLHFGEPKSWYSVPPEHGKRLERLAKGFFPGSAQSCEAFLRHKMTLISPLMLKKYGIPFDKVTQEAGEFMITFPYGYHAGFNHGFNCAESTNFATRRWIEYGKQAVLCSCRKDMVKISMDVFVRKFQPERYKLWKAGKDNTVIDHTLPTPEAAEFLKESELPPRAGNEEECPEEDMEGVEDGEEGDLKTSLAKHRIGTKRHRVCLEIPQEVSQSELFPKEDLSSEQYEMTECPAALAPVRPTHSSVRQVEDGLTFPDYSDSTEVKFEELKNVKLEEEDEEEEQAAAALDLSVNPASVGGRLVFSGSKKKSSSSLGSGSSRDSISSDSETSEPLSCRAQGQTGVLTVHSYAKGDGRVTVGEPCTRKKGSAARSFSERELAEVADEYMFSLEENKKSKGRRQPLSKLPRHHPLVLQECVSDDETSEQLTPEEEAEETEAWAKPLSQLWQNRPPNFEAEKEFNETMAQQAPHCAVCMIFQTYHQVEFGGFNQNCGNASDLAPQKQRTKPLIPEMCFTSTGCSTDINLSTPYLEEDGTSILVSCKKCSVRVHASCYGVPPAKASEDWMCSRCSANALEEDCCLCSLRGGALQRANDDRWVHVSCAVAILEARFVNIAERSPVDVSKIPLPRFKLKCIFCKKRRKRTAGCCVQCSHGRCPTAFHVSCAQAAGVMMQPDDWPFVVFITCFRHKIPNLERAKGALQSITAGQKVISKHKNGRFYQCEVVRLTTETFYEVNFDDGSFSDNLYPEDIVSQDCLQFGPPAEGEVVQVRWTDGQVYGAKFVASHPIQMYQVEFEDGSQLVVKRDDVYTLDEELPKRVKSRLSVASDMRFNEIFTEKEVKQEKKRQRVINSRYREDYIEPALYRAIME
# POLB inh = inhibitors of human DNA polymerase beta | P06746 | Pol beta primer extension/strand displacement, fluorescence kinetic | Potency, µM (titrated, usually from 114 µM), without a hit: at the highest dose activity change, negative = inhibition, actives largely listed as inhibitors | 340,000 compounds, 1.3% hits | AID 485314; further: on the % scale 0 is the no-effect control and ±100 the full control effect
#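 Kinetic readout of DNA synthesis with strand displacement by Pol beta. Compound and 10 nM enzyme sit 15 min at room temperature; 50 nM substrate starts the reaction, read immediately and at 10 min.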
# BLM inh = blocks DNA unwinding by human BLM helicase; P54132; 350,000 compounds, 0.2% hits; recombinant BLM DNA unwinding, fluorescence dequenching; Potency, µM (doses to about 56.1 µM), for inactives: top-dose activity change, negative = inhibition, most hits filed as inhibitors;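 further: plate controls were vehicle for no effect and no enzyme for full effect; nearly all actives have a fitted effect of over 35% in size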
# Pol kappa inh = blocks human DNA polymerase kappa activity | Q9UBT6 | Potency, µM (doses to about 107 µM), without a hit: top-dose activity, negative = inhibition, hits mostly inhibitors | AID 588579 | 400,000 compounds, 0.53% hits | purified Pol kappa, fluorescent DNA synthesis assay, 10 min; further: on the % scale 0 is the no-effect control and ±100 the full control effect
#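 10 nM Pol kappa preincubated 15 min at room temperature with compounds, then reaction started with substrate at 50 nM final. Fluorescence read kinetically at 0 and 10 min; buffer-only wells served as negative control.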
# Pol eta inh = inhibitors of human DNA polymerase eta; 390,000 compounds, 1.2% hits; AID 588591; recombinant Pol eta, fluorescent DNA replication assay; Q9Y253; Potency, µM (titrated, usually from 114 µM), for inactives: top-dose activity change, negative = inhibition, most hits filed as inhibitors; further: on the % scale 0 is the no-effect control and ±100 the full control effect
#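 Pol eta (10 nM) was preincubated with compounds for 15 min at room temperature, after which fluorescent replication substrate (50 nM final) was added to start the reaction. Fluorescence was read kinetically at 0 and 10 min.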
# G9a inh = inhibitors of human histone lysine methyltransferase G9a; 350,000 compounds, 8.8% hits; Potency, µM (titrated, usually from 102 µM), for inactives: top-dose activity, negative = inhibition, most hits filed as inhibitors; AID 504332; G9a H3K9 monomethylation, AlphaScreen, 2 h; Q96KQ7; further: on the % scale 0 is the no-effect control and ±100 the full control effect; nearly all actives have a fitted effect of over 75% in size
#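 Chemiluminescent proximity detection of H3K9 monomethylation, read after 10 min bead incubation in the dark. Reaction: 20 nM G9a, 500 nM biotin-H3K9 peptide, 20 uM SAM cofactor, 2 h, room temperature, following 15 min enzyme-compound preincubation.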
# BAZ2B inh = blocks human BAZ2B. AID 504333. Potency, µM (titrated, usually from 114 µM), inactives show at the highest dose activity change, negative = inhibition, actives largely listed as inhibitors. AlphaScreen BAZ2B-H3K14Ac peptide displacement. Q9UIF8. 360,000 compounds, 4.4% hits; further: on the % scale 0 is the no-effect control and ±100 the full control effect; nearly all actives have a fitted effect of over 60% in size
#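 Protein-peptide AlphaScreen: BAZ2B 50 nM, b-H3K14Ac 50 nM, 1x PBS pH 7.4 + 0.01% Tween-20. Preincubation 30 min RT; cpd 30 min RT (top 110 uM); beads 20 min RT, light-protected.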
# APE1 inh = inhibitors of human APE1 endonuclease. P27695. recombinant APE1, TAMRA/BHQ-2 abasic DNA cleavage fluorescence. Potency, µM (series often up to 65.8 µM), for the others: top-dose activity change, negative = inhibition, usual class: inhibitors. 350,000 compounds, 0.35% hits. AID 2517;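 further: plate controls were vehicle for no effect and reference inhibitor for full effect; nearly all actives have a fitted effect of over 55% in size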
#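 Readout is kinetic fluorescence (ex 525, em 598 nm) from cleavage of 50 nM TAMRA/BHQ-2 THF abasic duplex by 0.75 nM APE1, compound added 15 min beforehand at RT.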
# Pol iota inh = DNA polymerase iota (human) inhibition. Q9UNA4. Pol iota fluorescent replication assay, 10 min. Potency, µM (highest dose often 115 µM), for the others: top-dose activity, negative = inhibition, hits mostly inhibitors. 390,000 compounds, 1% hits
#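 Fluorescent replication assay read twice, at 0 min and 10 min after adding 50 nM (final) substrate. Enzyme (10 nM) and compounds were first incubated 15 min at room temperature; enzyme-free buffer wells were negative controls.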
# Numbers without * were called inactive; ? = inconclusive; . = not tested or not shown; & = joins results of further samples; ! = repeats disagree; [ ] = another dose, or the depositor's remark. The call rests on the fitted dose curve; in most records, active means well fitted curve in the direction sought with a large enough effect; inconclusive means small, poorly fitted or top-dose-only effect, or another doubt; inactive means no such curve, though single readings can be large; an effect the other way counts as inactive or inconclusive. Potency means the concentration at half of the fitted maximal effect. This is a subset; count on the stated rates, not on these rows.
SMILES,JMJD2A Tudor,POLB inh,BLM inh,Pol kappa inh,Pol eta inh,G9a inh,BAZ2B inh,APE1 inh,Pol iota inh
CNC(=O)/C=C1\NC(C)(C)Cc2ccccc21,-5%,16%,-2%,-3%,-10%,-20%[12.7 µM],-30%,-1%,-2%
Cc1ccccc1CN1CCNC(=O)C1CC(=O)N(C)CCC1CCOCC1 (stereo not given),-12%,4%,2%,-13%,-13%,23%[0.0925 µM],-1%,2%,8%
CC(C)(CNC(=O)c1cc2c(s1)CCCC2)N1CCOCC1,-3%,.,.,-5%,-3%,-22%,-31%,0%,3%
CCc1ccccc1NC(=O)CCS(=O)(=O)c1ccc(OC)cc1,89µM*,35µM*,-2%,-19%,?,14µM*,?,28%,31%[activator]
CCCCN(c1ccccc1)S(=O)(=O)N(C)C,-8%,6%,-10%,8%,-19%,21%[12.7 µM],0%,2%,80%[activator]
CN(CC(=O)Nc1ccc(F)cc1)C(=O)c1cccc(NS(=O)(=O)c2ccccc2)c1,-16%,.,.,-1%,-13%,32%[59 µM],9%,-9%,24%
O=C(CSc1nnc(-c2ccccn2)n1Cc1ccco1)Nc1ccc2c(c1)OCO2,?,29%,0%,-17%,-3%,0%[12.7 µM],?,0%,1%
Cc1cc(=O)n(CC(=O)Nc2cc(Cl)ccc2C)c(C(C)C)n1,8%,37%,0%,-3%,-17%,-5%,-7%,10%,21%
O=C(O)c1ccccc1-c1c2cc(I)c(=O)c(I)c-2oc2c(I)c(O)c(I)cc12,18µM*,.,28µM*,22µM*,16µM*,.,.,25µM*,13µM*
CC(=O)Nc1c(O)n(C)c2ccccc12,-7%,-24%,2%,4%,1%,?,4%,2%,7%
CC(=O)N1CCN(C2=NC(=O)C(=C3CCCCC3)S2)CC1,-11%[11.4 µM],2%,3%,-5%,-17%,3%[59 µM],5%,5%,-9%
CC(C)c1nnc(NC(=O)C2CCN(c3nc4ccccc4s3)CC2)s1,-8%,33%,-6%,-8%,0%,-10%[59 µM],5%,4%,6%
CCCCN(C1CCS(=O)(=O)C1)S(=O)(=O)c1cc(C)ccc1C (stereo not given),-7%,.,.,-6%,-14%,5%[0.501 µM],5%,9%,16%
O=C(CSc1nc2ccccc2nc1N1CCOCC1)N1CCN(c2ccccc2)CC1,-23%,?,-5%,-7%,-22%,4%,-4%,12%,-2%
CSc1ccc(C(=O)Nc2ccc(-c3nc4ccccc4s3)c(O)c2)cc1,-3%,-6%,0%,4%[60.1 µM],-6%,-12%[59 µM],7%,.,-14%

# Rewritten tab-delimited: part of the list above.
Compound	JMJD2A Tudor	POLB inh	BLM inh	Pol kappa inh	Pol eta inh	G9a inh	BAZ2B inh	APE1 inh	Pol iota inh
CCCCN(C1CCS(=O)(=O)C1)S(=O)(=O)c1cc(C)ccc1C (stereo not given)	-7%	.	.	-6%	-14%	5%[0.501 µM]	5%	9%	16%
O=C(CSc1nc2ccccc2nc1N1CCOCC1)N1CCN(c2ccccc2)CC1	-23%	?	-5%	-7%	-22%	4%	-4%	12%	-2%

# (further entries)
SMILES,JMJD2A Tudor,POLB inh,BLM inh,Pol kappa inh,Pol eta inh,G9a inh,BAZ2B inh,APE1 inh,Pol iota inh
CC1(C(=O)Oc2ccccc2)Cc2ccccc2C(=O)O1 (stereo not given),11%,?,3%,11%,-8%,-2%,-19%,-12%,0%
CCOC(=O)[C@H](CCc1ccccc1)N[C@@H](C)C(=O)N1CCC[C@H]1C(=O)O,50µM*!,2%,-9%,-22%,-8%&-5%,-15%,-6%,0.063µM*!,?
c1ccc(NCc2nnc3n2CCCCC3)cc1,-7%,4%,-1%,-5%,-10%,-5%[59 µM],20%,-1%,14%
O=C(C1CCN(S(=O)(=O)c2cccc3nsnc23)CC1)N1CCN(c2ccccc2F)CC1,-14%,20%,-4%,-5%,-5%,9%[0.0925 µM],-6%,0%,-6%
Cc1onc(-c2c(Cl)cccc2Cl)c1C(=O)Nc1ccc2c(c1)OCO2,-21%,14%,-10%,-7%,-8%,10%,4%[57.1 µM],-1%,18%
O=C(Nc1nnc(-c2ccc3c(c2)OCCO3)o1)c1ccc(Cc2ccccc2)cc1,-22%,5%,-6%,-2%,-2%,1%,-3%,-5%,19%
Cc1ccc2c(CC(=O)Nc3ccc(F)c(S(=O)(=O)N4CCOCC4)c3)coc2c1,-16%,.,.,-5%,-15%,-9%[12.7 µM],5%,0%,12%
O=C1CCCC(O)=C1C1C2=C(CCCC2=O)Oc2ccccc21 (stereo not given),-7%,1%,-3%,-15%,-2%,3%[59 µM],.,-1%,0%
CC(C)C(NC(=O)c1c(F)cccc1F)C(=O)NCC(c1ccccc1)N(C)C (stereo not given),-5%,6%,1%,3%,4%,-2%,1%,-2%,18%
O=C(NNC(=O)c1nn(-c2ccc(F)cc2)ccc1=O)c1ccc(Cl)cc1,-16%,-4%,-9%,-4%,-16%,.,19%,-14%,-8%[58.9 µM]
O=C(NCCc1ccccc1Cl)c1cc2ccccn2n1,-15%,34%,-7%,16%,-6%,5%[59 µM],-3%,.,0%
Cc1ccc2oc(-c3ccc(C)c(NC(=O)/C=C/c4ccco4)c3)nc2c1,-22%,8%,-2%,-20%,?,-42%[59 µM],?,.,?
O=C(O)c1cccc(NS(=O)(=O)c2ccc(S(=O)(=O)N3CCOCC3)cc2)c1,-12%,-13%,1%,-5%,-1%,?,-23%,14%,14%
CC1(C)Cc2ccccc2C2=NNC(=O)C2=N1,-12%,23%,-1%,-11%,-12%,-5%,-10%,-1%,?
Cc1cc2c(c(SCC(=O)Nc3ccc(C)c(C)c3)n1)C(=O)OC2,9%,6%,3%,-11%,-22%,10%,18%,1%,136%[activator]

# Structures above that bear a hit mark in Pol kappa inh.
SMILES,JMJD2A Tudor,POLB inh,BLM inh,Pol kappa inh,Pol eta inh,G9a inh,BAZ2B inh,APE1 inh,Pol iota inh
O=C(O)c1ccccc1-c1c2cc(I)c(=O)c(I)c-2oc2c(I)c(O)c(I)cc12,18µM*,.,28µM*,22µM*,16µM*,.,.,25µM*,13µM*

# The listing continues:
SMILES,JMJD2A Tudor,POLB inh,BLM inh,Pol kappa inh,Pol eta inh,G9a inh,BAZ2B inh,APE1 inh,Pol iota inh
COc1ccc(C(=O)/C=C/c2ccc(O)cc2)c(O)c1CC=C(C)C,45µM*,3%,-13%,-5%,-28%,?,?,-1%,?
Cn1ccc(NC(=O)c2ccc([N+](=O)[O-])cc2)n1,-16%,.,.,-9%,-5%,22%[59 µM],8%,13%,-5%
COc1ccc(NC(=O)Nc2cccc([N+](=O)[O-])c2)cc1Cl,?,-20%,-16%,-9%,?,-50%[59 µM],?,?,46%[activator]
O=C(CSc1nnc2c(Cl)cc(C(F)(F)F)cn12)NCc1ccc(F)cc1,-8%,4%,-9%,-9%,-6%,3%[59 µM],3%,-2%,31%[activator]
CC(C)COC(=O)/C(C#N)=C/c1cn(Cc2ccccc2)c2ccccc12,-1%,-11%,-1%,-20%,?,-6%[59 µM],4%,17%,4%
CC1=C/C(=N\N=C2\NC(=O)C(CC(=O)Nc3ccccc3F)S2)CC(C)(C)C1 (stereo not given),-19%,?,-2%,-7%,-6%,134%[activator][59 µM],-3%,-7%,64%[activator]
O=C(O)CC1(CC(=O)NCc2ccc(C(F)(F)F)cc2)CCCCC1,-8%,16%,-2%,7%,-12%,-3%,-8%,6%,67%[activator]
O=C(NNC(=O)C12CC3CC(CC(Cl)(C3)C1)C2)c1ccncc1,-1%,.,.,4%,-9%,-27%,-3%,33%,-10%
CC(C)OC(=O)CSc1nnc(-c2ccco2)n1N,-6%,16%,-1%,-13%,-12%,-29%[12.7 µM],-5%,15%,12%
Cc1cc(Br)c(NC(=O)CSc2n[nH]c(N)n2)c(Br)c1,-10%,.,.,4%,-9%,.,.,31%,14%
COc1ccc(C(=O)CCc2ccccc2O)c(OC)c1,-12%,8%,-10%,-7%,-4%,14%,-7%,5%,6%
COC(=O)C1=CN(Cc2ccc(OC)cc2)C=C(C(=O)OC)C1c1ccc(O)c(OC)c1,-4%,-2%,-5%,2%,-5%,.,11%,6%,8%
Cc1ccc(C(=O)NCCN2CCNC2=O)cc1,-14%,12%,2%,-4%,-20%,24%,25%,2%,61%[activator]
CN(C)c1ccnc(N(Cc2ccccc2)Cc2ccccc2)c1C#N,3%,0%,-15%,-8%,-16%,-41%[59 µM],-8%,-3%,8%
Cc1cccc(NS(=O)(=O)c2cc(NC(=O)CC(=O)c3ccc([N+](=O)[O-])cc3)ccc2C)c1,.,2%,-7%,.,.,2%,-15%,2%,.
Cc1cccc(C(=O)NNc2ncnc3c2cnn3-c2ccc(C)c(Cl)c2)c1,-22%,-25%,-3%,-8%[60.1 µM],3%,5%[59 µM],0%,.,10%
CCc1ccccc1NC(=O)C1NC(=O)CC1c1ccccc1 (stereo not given),-1%,29%,-1%,-4%,-19%,19%,-1%,16%,6%
CCOc1ccc(C(O)c2nccn2Cc2ccccc2)cc1 (stereo not given),-22%,80%,-1%,-7%,4%,?,-38%,-3%,-2%
COc1cc(C(C(=O)NC2CCCC2)N(C(=O)c2ccco2)c2ccccc2C(C)=O)cc(OC)c1OC (stereo not given),-5%,-24%,-2%,13%,-15%,0%,-19%,82%[activator],35%[activator]
CC(C)CN(CC(C)C)C(=O)C12CCC(C)(C(=O)C1)C2(C)C (stereo not given),-13%[57.1 µM],-27%,1%,1%,-8%,2%[59 µM],1%,2%,4%
CC(C)(C)C(=O)NC1CCN(S(=O)(=O)c2ccccc2F)CC1,-19%,82%,1%,-12%,7%,-6%[59 µM],6%,11%,-2%
CCOC(=O)N1CCN(C(=O)c2cc(S(=O)(=O)N3CCCC3)cn2C)CC1,-14%,17%,1%,-13%,-8%,-15%[2.33 µM],8%,1%,27%
Cc1ccc2c(c1)C1CN(C)CCC1N2C(=O)c1ccccc1NS(=O)(=O)c1ccc(F)cc1 (stereo not given),-20%,13%,-8%,-13%,-3%,-7%[59 µM],-2%,4%,15%
N#Cc1c(C(F)(F)F)cc(-c2cccs2)nc1SCC(=O)Nc1cccc(Br)c1,25%,23%,-4%,7%,-2%,31%[59 µM],13%,.,?
CCOc1ccc(-c2cccc(NS(=O)(=O)c3cc([N+](=O)[O-])ccc3C)c2)nn1,?,.,.,-4%,0%,25%,5%,9%,0%
COc1cc(CN(C(=O)COc2ccc(F)cc2)c2ccccn2)cc(OC)c1OC,-9%,5%,0%,-4%,-16%,0%[59 µM],-11%,.,27%
